Bioassay records: PubChem BioAssay, several laboratories
Tb MetRS inh: blocks T. brucei methionyl-tRNA synthetase activity | purified T. brucei MetRS, ATP depletion, Kinase-Glo luminescence | inhibition, % at 11.9 µM | 360,000 compounds, 0.4% hits;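 active means inhibition above a per-plate cutoff of the control wells' mean inhibition plus 3 SD, cut at about 5.5% in these data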;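 further: 0% = DMSO wells median and 100% = median of wells with control inhibitor compound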
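Dosing: 11.9 µM compound single dose, 0.9% DMSO; Assay system: purified T. brucei MetRS enzyme; Measured by: Kinase-Glo luciferase luminescence reporting remaining unconsumed ATP; Schedule: 15 min plus 2 h at 25 °C.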
CendR NRP1 mod: NRP-1/CendR interaction modulation; FAM-RPARPAR peptide binding to NRP-1, fluorescence polarization; inhibition, % at 25 µM; 360,000 compounds, 0.85% hits; AID 602438;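 active means inhibition or corrected inhibition above about 18%, plus a signal ratio from 0.5 to 1.5, limit read from the data, passing the limit was not always enough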; further: strong numbers were not always called active
Neddyl block: inhibitors of human cullin neddylation | TR-FRET cullin neddylation, biochemical | calls only at 25 µM | 360,000 compounds, 0.58% hits | AID 651699; in the data active means inhibition above about 36%
LMPTP inh: blocks human LMPTP phosphatase | AID 651560 | inhibition, % at 20 µM | recombinant LMPTP-A, OMFP fluorogenic substrate, fluorescence intensity | 360,000 compounds, 0.22% hits;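 active means compounds that cut the enzyme signal by at least half of the control window in the single-dose screen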;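 further: plate controls were DMSO wells with enzyme plus substrate for no effect and substrate without enzyme for full effect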
Target sequence (P24666 whole entry, looked up): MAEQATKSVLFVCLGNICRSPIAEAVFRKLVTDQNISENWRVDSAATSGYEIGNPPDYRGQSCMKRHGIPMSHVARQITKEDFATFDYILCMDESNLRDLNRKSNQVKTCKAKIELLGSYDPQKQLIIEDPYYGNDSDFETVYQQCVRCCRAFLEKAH
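Assay system: LMPTP-A enzyme. Input: 0.625 nM LMPTP-A final. Probe or stimulus: 400 µM OMFP. Compound dosing: single 20 µM dose. Schedule: 50 min dark incubation at room temperature. Detection: fluorescence intensity of OMFP turnover product. Read-out: percent inhibition versus substrate-only and uninhibited controls. Benchmarks: no-enzyme low control, uninhibited high control.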
DNMT1 inh: blocks human DNA methyltransferase DNMT1; AID 588458; DNMT1 molecular beacon, Hinp1I cleavage, fluorescence; P26358; inhibition (reported as % activation of signal), % at 10 µM; 360,000 compounds, 0.83% hits; in the data active means inhibition above about 50%
NadD block: blocks S. aureus nicotinate mononucleotide adenylyltransferase. 360,000 compounds, 0.78% hits. purified NadD enzyme, colorimetric absorbance read-out. inhibition, % at 20 µM. AID 602399; in the data active means inhibition above about 26%; further: some compounds past the cut are filed as inactive
Scp-1 inhibitor: inhibitors of human Scp-1 phosphatase. Recombinant Scp1, phosphopeptide, malachite green phosphate absorbance. AID 493091. Q9GZU7. 340,000 compounds, 0.88% hits. inhibition, % at 20 µM;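 active means inhibition above about 50% at 20 µM, limit read from the data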;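 further: plate controls were DMSO wells with enzyme for no effect and wells lacking enzyme for full effect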
Target sequence (Q9GZU7 76-261 limits assumed): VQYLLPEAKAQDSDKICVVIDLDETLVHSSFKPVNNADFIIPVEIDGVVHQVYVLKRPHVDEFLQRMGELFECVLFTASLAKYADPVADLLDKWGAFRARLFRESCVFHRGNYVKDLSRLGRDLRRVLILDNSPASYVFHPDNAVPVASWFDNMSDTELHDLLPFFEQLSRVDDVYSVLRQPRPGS
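Times: enzyme reaction 45 min at room temperature, colour 5 min, stabilisation 30 min. Material: SCP-1 catalytic fragment, aa 76-261. Medium: Acidic Tris acetate buffer with magnesium and detergent. Signal: colorimetric free-phosphate detection, absorbance 630 nm. Read-out basis: % inhibition of SCP-1 phosphate liberation. Reagent: Phosphorylated 17-residue peptide substrate.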
SKN-1 block: C. elegans SKN-1 inhibition. C. elegans VP596 Pgst-4::GFP/RFP ratio, acrylamide-induced, 24 h. inhibition, % at 21.8 µM. 360,000 compounds, 0.49% hits;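 active means interference check ratio from 0.5 to 1.5 plus GFP to RFP signal ratio inhibition reaching or exceeding a fixed threshold, cut at about 30% in these data, passing the limit was not always enough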; further: some compounds called inactive have numbers as strong as hits
STEP block: STEP (human) phosphatase inhibition; P54829; recombinant STEP, OMFP fluorogenic substrate, fluorescence; inhibition, % at 20 µM; 360,000 compounds, 0.25% hits; AID 588621;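 active means inhibition at 20 µM, scaled per plate between control wells, above about 37%, limit read from the data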;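 further: 0% = DMSO with enzyme and substrate and 100% = substrate only without enzyme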
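Assay system: isolated STEP enzyme. Buffer or medium: pH 6.0 Bis-Tris with DTT and Tween 20. Also added: fluorogenic phosphatase substrate OMFP at 25 µM final. Dosing: 20 µM, 1% DMSO. Timing: 20 min reaction, room temperature, in the dark. Measured by: fluorescence intensity, excitation 480 nm, emission 540 nm. Evaluation: normalized % inhibition.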
SUMO1 PPI mod: SUMO1-SIM interaction modulation | P63165 | SUMO1 binding to a labelled peptide, TR-FRET, 1 h | inhibition, % at 20 µM | 360,000 compounds, 0.33% hits | AID 602429; in the data active means inhibition above about 37%
Target sequence (P63165 whole entry, looked up): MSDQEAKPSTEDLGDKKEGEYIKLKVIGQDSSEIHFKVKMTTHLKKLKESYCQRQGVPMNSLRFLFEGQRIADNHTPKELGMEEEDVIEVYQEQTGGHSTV
Active calls of the source: *; i = inactive; / = not tested or not shown.

SMILES | Tb MetRS inh | CendR NRP1 mod | Neddyl block | LMPTP inh | DNMT1 inh | NadD block | Scp-1 inhibitor | SKN-1 block | STEP block | SUMO1 PPI mod
CCOCCCNC(=O)/C(C#N)=C/c1ccccc1F | 0.0 | -9 | i | -0.6 | -3 | 1 | -5 | -8 | -2 | 2
O=C(N=C1SC2CS(=O)(=O)CC2N1c1cccc(F)c1)C1CC1 (stereo unspecified) | -0.4 | -2 | i | -1.2 | -1 | 1 | -9 | -20 | -1 | -1
O=C(CN1C(=O)S/C(=C\c2ccc(O)cc2)C1=O)c1ccccc1 | 0.4 | 3 | i | 1.1 | -3 | 2 | -1 | 9 | 0 | -18
COc1cccc(CN(C)C(=O)c2ccc(N3CCCC3)c([N+](=O)[O-])c2)c1 | -0.3 | 7 | i | -6.6 | 3 | 3 | -5 | 25 | -1 | -39
O=C(OCc1ccccc1)c1cnc(Cl)c(Cl)c1 | -0.2 | 19 | i | -0.8 | 1 | -5 | -7 | 7 | 0 | 0
COC(=O)/C=C1\N/C(=N\c2nc(C)cc(C)n2)N(c2ccc(Cl)cc2)C1=O | -0.3 | -7 | i | 1.6 | -7 | -2 | -4 | -6 | -1 | -9
Cc1nnc2n1NC(c1ccc(Cl)cc1)C(C(=O)N1CCC(C)CC1)S2 (stereo unspecified) | 0.1 | 23* | i | -1.3 | 1 | 3 | -7 | -6 | 2 | 2
O=C(/C=C/c1ccccc1)c1ccccc1 | -1.6 | -5 | i | 0.3 | 9 | -9 | -9 | -22 | -3 | -9
O=C(OCC(=O)c1ccc[nH]1)c1ccc([N+](=O)[O-])cc1 | -0.4 | 5 | i | 1.0 | -7 | -5 | -2 | 1 | -2 | -34
Cc1ccc(C(=O)N/N=C2\CCCc3ccccc32)c(C)c1 | -0.3 | -3 | i | 0.5 | 1 | 5 | -1 | 9 | 4 | -3
COC(=O)c1ccc(-c2csc(NC(=O)c3ccc(S(=O)(=O)N4CCc5ccccc5C4)cc3)n2)cc1 | -0.6 | -2 | i | -0.3 | 17 | 25 | 1 | 2 | 1 | 0
CCCOc1ccc(-c2c(C(=O)N/N=C/c3ccc(OC)cc3)nnn2-c2nonc2N)cc1 | 0.4 | -11 | i | 1.8 | 8 | 9 | -7 | 7 | -1 | -2
COc1cccc(-c2noc(CCCC(=O)NC3CCCC3)n2)c1 | -0.1 | -5 | i | 0.0 | -2 | -2 | -9 | -2 | 0 | 2
CC(=O)c1c(C)[nH]c(C(=O)CN2C(=O)NC(C)(CCC(C)C)C2=O)c1C (stereo unspecified) | -0.7 | 14 | i | -0.4 | 1 | -4 | -1 | 12 | 2 | -1
CCc1ccc(NC(=S)N2CCNC(=O)C2CC(=O)OC)cc1 (stereo unspecified) | -0.3 | 10 | i | -1.0 | 1 | 0 | -8 | 5 | -1 | 1
Nc1nc(CN2CCN(c3ccccc3)CC2)nc(Nc2ccc(Cl)cc2)n1 | -0.4 | 0 | i | -0.8 | -7 | -2 | -4 | 2 | -1 | 7
O=C(NCCOc1cccnc1)c1ccc(OC2CCN(Cc3ccccn3)CC2)cc1 | -0.4 | -1 | i | 4.2 | 14 | 1 | / | -5 | 0 | -3
O=C(N=Nc1c(O)[nH]c2ccccc12)c1ccc2c(c1)OCO2 | -0.9 | -5 | i | 4.7 | 5 | 1 | 14 | -3 | 14 | -5
COc1ccc(Cl)cc1NC(=O)CN1C(=O)CC(C)S(=O)(=O)c2ccccc21 (stereo unspecified) | -0.5 | -5 | i | 0.6 | -2 | 3 | 4 | 8 | 1 | 4
CCn1c(Cc2ccccc2)nnc1SCC(=O)OC(C)C | -0.3 | 0 | i | 0.6 | -3 | -5 | 3 | 2 | 0 | -3

Not a retest: an excerpt of the list.
SMILES | Tb MetRS inh | CendR NRP1 mod | Neddyl block | LMPTP inh | DNMT1 inh | NadD block | Scp-1 inhibitor | SKN-1 block | STEP block | SUMO1 PPI mod
O=C(OCc1ccccc1)c1cnc(Cl)c(Cl)c1 | -0.2 | 19 | i | -0.8 | 1 | -5 | -7 | 7 | 0 | 0
COC(=O)/C=C1\N/C(=N\c2nc(C)cc(C)n2)N(c2ccc(Cl)cc2)C1=O | -0.3 | -7 | i | 1.6 | -7 | -2 | -4 | -6 | -1 | -9
Cc1nnc2n1NC(c1ccc(Cl)cc1)C(C(=O)N1CCC(C)CC1)S2 (stereo unspecified) | 0.1 | 23* | i | -1.3 | 1 | 3 | -7 | -6 | 2 | 2
O=C(/C=C/c1ccccc1)c1ccccc1 | -1.6 | -5 | i | 0.3 | 9 | -9 | -9 | -22 | -3 | -9
O=C(OCC(=O)c1ccc[nH]1)c1ccc([N+](=O)[O-])cc1 | -0.4 | 5 | i | 1.0 | -7 | -5 | -2 | 1 | -2 | -34
Cc1ccc(C(=O)N/N=C2\CCCc3ccccc32)c(C)c1 | -0.3 | -3 | i | 0.5 | 1 | 5 | -1 | 9 | 4 | -3
COC(=O)c1ccc(-c2csc(NC(=O)c3ccc(S(=O)(=O)N4CCc5ccccc5C4)cc3)n2)cc1 | -0.6 | -2 | i | -0.3 | 17 | 25 | 1 | 2 | 1 | 0
CCCOc1ccc(-c2c(C(=O)N/N=C/c3ccc(OC)cc3)nnn2-c2nonc2N)cc1 | 0.4 | -11 | i | 1.8 | 8 | 9 | -7 | 7 | -1 | -2
COc1cccc(-c2noc(CCCC(=O)NC3CCCC3)n2)c1 | -0.1 | -5 | i | 0.0 | -2 | -2 | -9 | -2 | 0 | 2
CC(=O)c1c(C)[nH]c(C(=O)CN2C(=O)NC(C)(CCC(C)C)C2=O)c1C (stereo unspecified) | -0.7 | 14 | i | -0.4 | 1 | -4 | -1 | 12 | 2 | -1
CCc1ccc(NC(=S)N2CCNC(=O)C2CC(=O)OC)cc1 (stereo unspecified) | -0.3 | 10 | i | -1.0 | 1 | 0 | -8 | 5 | -1 | 1
Nc1nc(CN2CCN(c3ccccc3)CC2)nc(Nc2ccc(Cl)cc2)n1 | -0.4 | 0 | i | -0.8 | -7 | -2 | -4 | 2 | -1 | 7
O=C(NCCOc1cccnc1)c1ccc(OC2CCN(Cc3ccccn3)CC2)cc1 | -0.4 | -1 | i | 4.2 | 14 | 1 | / | -5 | 0 | -3

Continuation:
SMILES | Tb MetRS inh | CendR NRP1 mod | Neddyl block | LMPTP inh | DNMT1 inh | NadD block | Scp-1 inhibitor | SKN-1 block | STEP block | SUMO1 PPI mod
Cc1cc(O)ccc1Nc1nc2ccccc2nc1Nc1ccc(O)cc1C | -0.5 | -10 | i | 2.5 | -38 | 7 | 11 | 11 | -1 | 14
CCCC(=O)NC(c1cccs1)c1cc([N+](=O)[O-])c2cccnc2c1O (stereo unspecified) | -0.8 | 11 | i | 13 | -11 | 13 | -7 | 5 | 5 | -27
CCOC(=O)c1[nH]c2cc(OC)c(OC)cc2c1N | -0.6 | -14 | i | 1.6 | -1 | 0 | -13 | 25 | -1 | -10
COc1cc(C(=O)NNC(=O)C2CCC2)cc(OC)c1OC | -0.4 | -2 | i | -2.0 | 4 | 6 | 12 | 21 | -2 | 0
COCC(O)CNc1ccccc1 (stereo unspecified) | 0.1 | 3 | i | -1.5 | 1 | -6 | 12 | 2 | -2 | -4
Clc1ccc(CN2C3=NCCN3c3ccccc32)cc1 | 0.3 | 8 | i | -0.1 | 7 | -3 | -3 | 13 | -2 | 1
